Assay outcomes: PubChem BioAssay, several laboratories
PhoP inhibition: inhibitors of PhoP regulon expression, primary screen, Salmonella Typhimurium, GFP reporter (AID 1863); S. Typhimurium PhoP-regulated promoter GFP reporter, 4 h; higher % means a stronger effect; one-dose inhibition, % at 50 µM; IC50 in µM for titrated hits; 300,000 tested, 0.16% active;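 active means inhibition over 29.93%, a cutoff 3 SD above the screen mean, later confirmed by dose response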;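 further: 0% = low Mg2+ inducing control and 100% = high Mg2+ repressing control; strong numbers were not always called active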
West Nile antiviral: West Nile virus antiviral activity, cell-based, CPE readout (AID 1621); West Nile virus-infected cells, CPE inhibition; higher % means a stronger effect; one-dose CPE inhibition, % at 10 µM; IC50 in µM for titrated hits; 290,000 tested, 0.02% active; in the data active means a potency from the dose series; further: strong numbers were not always called active
SIAH1 antagonists: Siah-1 peptide-binding antagonists, primary screen, biochemical, fluorescence polarization, rhodamine-plectin, uHTS (AID 1817); E3 ubiquitin-protein ligase SIAH1 (Homo sapiens); 290,000 tested, 0.02% active; Siah-1 / rhodamine-plectin peptide fluorescence polarization; higher % means a stronger effect; one-dose displacement, % at 20 µM; IC50 in µM for titrated hits;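 active means displacement of at least 50% at 20 µM, with a fluorescence ratio check between 0.3 and a set limit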;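 further: plate controls were Siah plus tracer with DMSO for no effect and tracer alone without Siah for full effect; strong numbers were not always called active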
Yfh1-depleted yeast: enhancers of respiration in Yfh1-depleted yeast, dose response, Friedreich's ataxia, plus single-dose screen (AID 1465). S. cerevisiae Yfh1-off respiration, WST-1 reduction, 72 h; higher fold induction means a stronger effect. one-dose fold induction at 50 µM; EC50 in µM for titrated hits. 220,000 tested, 0.074% active;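 active means fold induction of absorbance versus untreated yeast above a set limit, then at least 30% activation at any dose in follow-up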;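 further: activators that raise dye reduction in frataxin-depleted yeast; strong numbers were not always called active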
Numbers without * were called inactive; i = inactive; x = no result given; & = joins results of further samples. Only part of the results is shown, so the mix of outcomes need not match the whole.

item	SMILES	Yfh1-depleted yeast	SIAH1 antagonists
1	COc1c(O)cc2c(c1O)C1OC(CO)C(O)C(O)C1OC2=O (stereo not drawn)	x	x
2	Cc1onc(-c2ccccc2Cl)c1C(=O)N[C@@H]1C(=O)N2[C@@H]1SC(C)(C)[C@@H]2C(=O)O	x	x
3	CC(C)(CO)[C@@H](O)C(=O)NCCC(=O)O	x	x
4	CC1(C)O[C@H]2CC(=O)OCC23[C@H]2CC[C@@]4(C)[C@H](c5ccoc5)OC(=O)[C@H]5O[C@]54[C@]2(C)C(=O)C[C@@H]13 (stereo partly drawn)	x	x
5	CCCOc1ccccc1-c1nc2n[nH]nc2c(=O)[nH]1	i	x
6	CC(=O)O[C@]1(C(C)=O)CC[C@H]2[C@@H]3C=C(Cl)C4=CC(=O)[C@@H]5C[C@@H]5[C@]4(C)[C@H]3CC[C@@]21C	i	x
7	CC(C)Cc1ccc([C@H](C)C(=O)O)cc1	i	x
8	NC(=O)NC(CCC(=O)O)C(=O)O (stereo not drawn)	i	x
9	CCOC(=O)C1(CCOc2ccccc2)CCN(Cc2ccc(O)c(Cl)c2)CC1	x	-7%
10	CC1(C)OC2CC3C4CC(F)C5=CC(=O)C=CC5(C)C4(F)C(O)CC3(C)C2(C(=O)CO)O1 (stereo not drawn)	x	-2%
11	Cc1nc2c3ccccc3nc(NNC(=O)CCC(=O)N3CCN(c4ccccc4)CC3)n2n1	x	-2%

item	PhoP inhibition	West Nile antiviral
1	-4%	x
2	2%&-2%	x
3	-14%	x
4	9%	x
5	-6%	0.4%
6	-10%	0.3%
7	-3%	0.0%
8	-9%	-0.4%
9	-6%	-2.4%
10	-6%	0.4%
11	7%	0.3%

Filtered by structure, those above with a Cl atom
item	SMILES	Yfh1-depleted yeast	SIAH1 antagonists
2	Cc1onc(-c2ccccc2Cl)c1C(=O)N[C@@H]1C(=O)N2[C@@H]1SC(C)(C)[C@@H]2C(=O)O	x	x
6	CC(=O)O[C@]1(C(C)=O)CC[C@H]2[C@@H]3C=C(Cl)C4=CC(=O)[C@@H]5C[C@@H]5[C@]4(C)[C@H]3CC[C@@]21C	i	x
9	CCOC(=O)C1(CCOc2ccccc2)CCN(Cc2ccc(O)c(Cl)c2)CC1	x	-7%

item	PhoP inhibition	West Nile antiviral
2	2%&-2%	x
6	-10%	0.3%
9	-6%	-2.4%

An excerpt from above with just SIAH1 antagonists and Yfh1-depleted yeast.
#	SMILES	SIAH1 antagonists	Yfh1-depleted yeast
7	CC(C)Cc1ccc([C@H](C)C(=O)O)cc1	x	i
8	NC(=O)NC(CCC(=O)O)C(=O)O (stereo not drawn)	x	i
9	CCOC(=O)C1(CCOc2ccccc2)CCN(Cc2ccc(O)c(Cl)c2)CC1	-7%	x
10	CC1(C)OC2CC3C4CC(F)C5=CC(=O)C=CC5(C)C4(F)C(O)CC3(C)C2(C(=O)CO)O1 (stereo not drawn)	-2%	x
11	Cc1nc2c3ccccc3nc(NNC(=O)CCC(=O)N3CCN(c4ccccc4)CC3)n2n1	-2%	x
